Screening data deposited in PubChem by National Center for Advancing Translational Sciences (NCATS).
N370S GC mod: N370S glucocerebrosidase modulation, Gaucher chaperone candidate; P04062; N370S GC spleen homogenate, 4MU-glucoside fluorescence; Potency, µM (doses to about 59.4 µM), for inactives: at the top dose activity change, negative = inhibition, hits mostly inhibitors; 330,000 tested, 0.092% active;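 also: 0% = full enzyme activity and -100% = no enzyme basal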
TDP1 cell noCPT: qHTS for Inhibitors of human tyrosyl-DNA phosphodiesterase 1 (TDP1): qHTS in cells in absence of CPT; DT40 Tdp1-/- hTDP1 cells, no CPT, ATP luminescence, 48 h; Potency, µM (titrated, usually from 46.2 µM), for inactives: at the highest dose activity change, negative = growth inhibition, hits mostly inhibitors; 420,000 tested, 15% active; also: nearly all actives have a fitted effect of over 55% in size
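Seeded 400 DT40-hTDP1 cells/well (vehicle DMSO, no 20 nM CPT); pinned compounds; ≥48 hr at 37 °C; CellTiter-Glo luminescence as viability measure.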
TDP1 inh: TDP1 (human) enzyme inhibition | Q9NUW8 | recombinant TDP1, AlphaScreen DNA substrate cleavage | Potency, µM (highest dose often 130 µM), for inactives: top-dose activity change, negative = inhibition, most hits filed as inhibitors | 350,000 tested, 0.28% active; also: nearly all actives have a fitted effect of over 40% in size
Target sequence (Q9NUW8 whole entry, looked up): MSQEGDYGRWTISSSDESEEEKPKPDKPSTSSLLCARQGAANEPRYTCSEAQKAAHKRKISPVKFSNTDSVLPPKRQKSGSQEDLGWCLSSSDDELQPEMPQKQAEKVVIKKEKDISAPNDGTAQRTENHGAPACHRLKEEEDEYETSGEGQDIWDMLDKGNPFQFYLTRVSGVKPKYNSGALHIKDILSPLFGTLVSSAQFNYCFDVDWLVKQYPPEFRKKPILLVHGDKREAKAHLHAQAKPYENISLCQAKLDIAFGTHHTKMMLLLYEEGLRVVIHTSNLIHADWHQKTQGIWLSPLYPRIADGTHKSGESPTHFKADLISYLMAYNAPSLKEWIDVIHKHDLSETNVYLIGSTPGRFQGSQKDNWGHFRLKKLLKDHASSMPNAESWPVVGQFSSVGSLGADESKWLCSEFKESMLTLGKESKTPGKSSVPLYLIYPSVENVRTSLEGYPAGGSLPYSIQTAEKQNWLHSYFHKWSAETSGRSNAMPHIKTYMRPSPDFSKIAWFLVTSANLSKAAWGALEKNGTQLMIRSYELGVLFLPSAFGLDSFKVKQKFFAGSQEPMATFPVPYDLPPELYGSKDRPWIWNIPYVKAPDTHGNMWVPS
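Recombinant E. coli-expressed Tdp1 (1 nM) preincubated with compound 15 min at RT, then 5'-biotin/3'-phosphotyrosine-FITC DNA substrate (15 nM) added for 5 min. AlphaScreen beads (10 ug/ml) added, 10 min RT; tyrosine-FITC cleavage read as signal loss.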
* marks the source's active call; other numbers are inactive results; ? = inconclusive; . = no result given; & = joins results of further samples; [ ] = dose if it differs, or a comment. Calls follow the shape of the dose curve; as a rule, active = well fitted curve in the direction sought with a large enough effect; inconclusive = small, poorly fitted or top-dose-only effect, or another doubt; inactive = no such curve, though single readings can be large; an effect the other way counts as inactive or inconclusive. Unless noted, % is scaled to controls: 0 for no effect and ±100 for the full control effect; potency is read from the fitted curve at half-maximal effect.

| Structure | N370S GC mod | TDP1 cell noCPT | TDP1 inh |
| --- | --- | --- | --- |
| COc1ccc(NCc2ccccc2[N+](=O)[O-])cc1OC | 7% | 16µM* | 8% |
| COc1ccc(Cn2nnnc2C(CC(C)C)N2CCC(C(N)=O)CC2)cc1 (stereo not given) | -22% | -14% | 0% |
| C=C(C)c1cccc(C(C)(C)NC(=O)NCC2COCCO2)c1 (stereo not given) | 6% | 1% | -3%[56.1 µM] |
| CC1CCCN(S(=O)(=O)c2ccc(S(=O)(=O)N3CCC4(CC3)OCCO4)cc2)C1 (stereo not given) | 2% | -24% | 3% |
| CCOC(=O)c1c(CSC(=N)N)n(-c2ccccc2)c2cc(Br)c(OC(C)=O)cc12 | 2% | 18µM* | 5% |
| CCCCCC(=O)Nc1ccc(S(=O)(=O)Nc2nccc(C)n2)cc1 | -16% | -4% | -1% |
| Cc1nnsc1-c1nnc(SCC(=O)c2ccc(C#N)cc2)n1C1CC1 | 7% | ? | 5% |
| Oc1ccc(/C=N/Nc2ncnc3c2ncn3Cc2ccccc2)cc1O | -18% | ? | 11% |
| CCOC(=O)/C(C#N)=C/c1cccn1-c1ccc(Cl)cc1 | 4% | -10% | -1% |
| CCN(CC)c1ccc2cc(-c3nc(-c4ccc(Cl)cc4Cl)cs3)c(=O)oc2c1 | . | 1% | 3% |
| CCN(Cc1ccccc1)C(=O)C(C)OC(=O)c1cc(S(=O)(=O)Nc2c(C)n(C)n(-c3ccccc3)c2=O)ccc1C (stereo not given) | 0% | -22% | 1% |
| O=C1CCc2cc(S(=O)(=O)NCc3ccccc3Cl)cc3c2N1CC3 | 1% | -1%&-25% | 9% |
| COC(=O)c1ccc(Oc2ccc3nnc(C)n3n2)cc1 | 5% | -6% | 2% |
| COc1ccc(-c2cn3c(n2)sc2cc(C(=O)NCc4ccccc4OC)ccc23)cc1 | . | ? | 1% |
| COc1ccc(-c2ccc(SCC(=O)c3ccc(F)cc3)nn2)cc1OC | -1% | ? | 2% |
| CSc1ncccc1C(=O)NC(C)CCc1ccccc1 (stereo not given) | 0% | -21% | . |
| COc1ccc(S(=O)(=O)NC2CCCCC2)cc1C | 11% | -26% | 3% |
| CCc1nc(SCC(=O)Nc2ccc(OC)cc2[N+](=O)[O-])n[nH]1 | -2% | -4% | -1% |
| O=C(CC(C(=O)O)C1CCCO1)Nc1cccc(C(F)(F)F)c1 (stereo not given) | 2% | 10% | -6% |
| COCCOC(=O)c1c(NC(=O)CN2CCOCC2)sc(C(N)=O)c1C | 0% | -12% | 3% |
| COc1cc(/C=C2\SC(=S)N(CCC(=O)Nc3ccccn3)C2=O)cc(OC)c1OC | -3% | ? | 0% |
| O=C(Cn1cc([N+](=O)[O-])cn1)N1CCc2ccccc21 | -4% | -17% | -4% |
| CCC(CO)Oc1cc(NCc2cccc(O)c2)c2ncn(C(C)C)c2c1 (stereo not given) | . | ? | 2% |
| CCC(=O)N(Cc1cc2ccc(C)cc2n2nnnc12)C1CCCCC1 | 2% | ? | 4% |
| CCc1ccc(C2=NN(c3ccc(S(N)(=O)=O)cc3)C(c3ccc(F)cc3)C2)cc1 (stereo not given) | ? | ? | 0% |
| Cc1ccc(NC(=O)c2nc(S(=O)(=O)Cc3ccccc3)ncc2Cl)cc1 | -2% | 0.92µM* | 8% |
| Cc1cccc(C)c1NC(=S)N=Nc1c(O)n(C)c2ccc(S(=O)(=O)N3CCOCC3)cc12 | -3% | 4.1µM* | 0% |
| O=C(NNc1cc(Cl)ccc1Cl)c1cccnc1Cl | 1% | -3% | 0% |
| Cc1cccc(C(=O)NCc2nnc(SCc3ccc(F)cc3)n2C)c1 | -23% | ? | 1% |
| Cc1ccc(C(=O)NCc2ccc3c(c2)OCO3)cc1S(=O)(=O)N1CCCCC1 | 17% | -7% | -1% |
| COc1cc(S(=O)(=O)NCc2ccncc2)c(OC)cc1Cl | -5% | ? | 3% |
| CCCCNC(=O)Cc1ccc(Br)cc1 | 8% | -1% | -1% |
| Nc1nc(SCC(=O)N2CCCCC2)[nH]c(=O)c1NC(=O)c1ccccc1F | -1% | -4% | 6% |
| COc1cc(/C=N/NC(=O)C2COc3ccccc3O2)cc(OC)c1OC (stereo not given) | 5% | -28% | 3% |
| O=C(c1cn(-c2ccccc2)nc1-c1ccc(F)cc1)N1CCCCC1 | 5% | -25% | -1% |
| Fc1ccc(CSc2nnc(-c3cnccn3)n2Cc2ccco2)cc1 | -13% | 2% | 5% |
| COc1ccc(N2CCN(C3CC(=O)N(c4ccc5c(c4)OCCO5)C3=O)CC2)cc1 (stereo not given) | 15% | 6% | 5% |
| Cc1[nH][nH]c(=O)c1C(c1ccc(O)c([N+](=O)[O-])c1)c1c(C)[nH][nH]c1=O | -12% | ? | 3% |
| O=C(/C=C/c1cccs1)N1CCCCC1 | 13% | -16% | -3% |
| S=C1NCCOCCNC(=S)NCCOCCOCCOCCN1 | -6% | 4% | -8% |
| O=C(CCc1ccncc1)N1CCCC(Nc2ccc(F)cc2)C1 (stereo not given) | -2% | 0% | 3% |
| CCCCS(=O)(=O)N1CCN(S(=O)(=O)c2ccc(Cl)s2)CC1 | -8% | 2% | 1% |
| CC(NC(=O)CN1C(=O)NC(C)(C2CC2)C1=O)c1ccc(F)cc1 (stereo not given) | -3% | -14% | . |
| Cc1cc(C)nc(SCNC(=O)c2ccc(Cl)cc2)n1 | 6% | -1% | 5% |
| CCCCCNC(=O)c1ccc2c(=O)n(CC3CCCO3)c(=O)[nH]c2c1 (stereo not given) | 17% | -25% | 7% |
| COc1ccc(NC(=O)c2ccc(C(=O)c3cc(OC)ccc3OC)cc2)cc1 | -6% | -8% | 4% |
| C#CCOCCOCCOCCNc1nc(N2CCN(C(=O)C([C@@H](C)CC)n3cc(C(N)CO)nn3)CC2)nc(N2CCN(C(=O)[C@H](CCC(=O)O)n3cc(C(N)CC(C)C)nn3)CC2)n1 (stereo not given in full) | 2% | -5% | 4% |
| COc1ccc(C(=O)Nc2ccc(-c3nc4ccccc4s3)c(Cl)c2)cc1Cl | . | -13% | -4% |
| O=C(NCC1CC1)c1ccccc1Cl | 3% | 19% | . |
| Cc1ccc(-c2nn(CC(C)(C)C)c3ncnc(N)c23)cc1 | -8% | ? | 8% |
| Cn1ccnc1-c1nc2ccccc2[nH]c1=O | ? | -10% | -3%[56.1 µM] |
| CCOc1ccc(N/C(N)=N/c2nc(C)c(C)c(=O)[nH]2)cc1 | -12% | -1% | . |
| O=C(COC(=O)CSCC(=O)N1CCCCC1)NCc1ccc(F)cc1 | 8%[2.35 µM] | 1% | -1% |
| Cc1ccc(S(=O)(=O)N(CC(=O)N2CCN(c3ccc(F)cc3)CC2)C2CCCCC2)cc1 | 15% | 21µM* | 4% |
| Cc1ccc(S(=O)(=O)N2CCN(C(=O)COC(=O)CCOc3ccccc3)CC2)c(C)c1 | . | -2% | -2% |
| CC1=CCC[C@H]2[C@H](C1)C(=O)C[C@@H](C)[C@]2(C)CC/C(=C/CO)CO | . | ? | 2% |
| Cc1noc(C)c1S(=O)(=O)N1CCN(C(c2ccccc2)c2ccc(Cl)cc2)CC1 (stereo not given) | 2% | 13µM* | 2% |
| CCc1ccc(C2c3c(-c4ccccc4)n[nH]c3C(=O)N2c2ccc(C(=O)O)cc2)cc1 (stereo not given) | . | -2% | 5% |
| Cc1ccc(NS(=O)(=O)c2cc(C(=O)N3CCN(CCO)CC3)ccc2C)cc1 | . | 6% | 0% |
| Clc1ccc(Nc2cc(-c3ccccc3)nc3ncnn23)cc1 | -4% | -26% | 7% |

Next section:
Values run as follows: N370S GC mod	TDP1 cell noCPT	TDP1 inh
- COc1ccc(OC)c(NC(=O)c2c(NCc3cccs3)sc3c2CCCC3)c1
→ .	?	7%
- Cc1noc(NS(=O)(=O)c2ccc(NC(=O)CSc3nc4ccccc4[nH]3)cc2)c1C
→ -11%	-4%	7%
- COc1ccccc1C(=O)NCCC(=O)N1CC=C(c2ccccc2)CC1
→ -3%	-18%	.
- Cc1ccc(CN(Cc2cc3cccc(C)c3[nH]c2=O)C(=O)N(C)C)cc1
→ 1%	?	7%
- COc1ccc(S(=O)(=O)CCc2nnc(NC(=O)c3ccc(F)cc3)s2)cc1
→ -1%	3%	12%
- Cc1ccc(C(=O)OC(C)C(=O)Nc2ccc(Cl)cn2)s1 (stereo not given)
→ .	-9%	0%
- COc1cccc(NC(=O)N2CCCC2C(=O)NC2CCCCC2)c1 (stereo not given)
→ 0%	-3%	6%[0.0935 µM]
- COC(=O)C1=C(CS(=O)(=O)c2ccccc2)NC(=O)NC1c1ccc(O)cc1 (stereo not given)
→ -4%	0%	0%
- Cc1ccc(SC[C@H](Cc2ccccc2)N2CCN(CCc3ccccc3)CCC2=O)cc1
→ -26%	?	4%
- O=S(=O)(NCC1CCCO1)c1ccc(Cl)nc1 (stereo not given)
→ 3%	14%	1%
- CCOC(=O)C(=CNc1cc(C)ccn1)C(=O)OCC
→ 5%	?	8%
- O=C(NC1CCCC1)c1csc2c1CCCC2
→ 5%	-26%	5%
- N#CCc1nn(-c2ccccc2)c(N)c1C#N
→ 1%	-6%	5%
- COc1ccccc1-c1nnc(SCC(=O)Nc2ccccc2)o1
→ 4%	-5%	3%
- N#CCCN(C(=S)NC(=O)C1CCCCC1)c1ccccc1F
→ .	-6%	0%

Sorted by SMILES length (lowest first): part of the list above
Values run as follows: N370S GC mod	TDP1 cell noCPT	TDP1 inh
- CCOC(=O)C(=CNc1cc(C)ccn1)C(=O)OCC
→ 5%	?	8%
- N#CCCN(C(=S)NC(=O)C1CCCCC1)c1ccccc1F
→ .	-6%	0%
- COc1ccccc1C(=O)NCCC(=O)N1CC=C(c2ccccc2)CC1
→ -3%	-18%	.

Next section
Values run as follows: N370S GC mod	TDP1 cell noCPT	TDP1 inh
- CCc1cc(Cn2nc(-c3ccccc3)cc2C(=O)NCc2ccccc2OC)on1
→ -22%	21µM*	3%
- Cc1ccc2nc(COc3ccc(N(C)S(=O)(=O)c4ccccc4)cc3)cc(=O)n2c1
→ 1%	?	3%
- CC(C)n1c(-c2ccccc2)nc(=S)c2c1CCCC2
→ -2%	.	4%
- CCOc1nc(C)nc(NC(=O)NS(=O)(=O)c2ccccc2Cl)n1
→ 1%	1%	-4%
- O=C(NNC(=O)c1cc(-c2cccc(Br)c2)nc2ccccc12)c1csc(N2CCOCC2)n1
→ 7%	-20%	.
- CCOC(=O)c1c(C)[nH]c(C)c1C(=O)CSc1nc2ccccc2c(=O)n1-c1ccc(C)cc1
→ 27%	10%	8%
- CCN(CC)CCn1c(O)c(N=O)c2ccccc21
→ -4%	-16%	0%
- O=C(NCC(c1cccnc1)N1CCN(c2ccc(F)cc2)CC1)OCc1ccccc1 (stereo not given)
→ 4%	15µM*	-4%
- Cc1nc(C)c(-c2ccc(SCc3ccc([N+](=O)[O-])cc3)nn2)s1
→ -10%	?	4%
- Cc1cc(=O)[nH]c(SCC(=O)Nc2ccc3c(c2)CCC3)c1C#N
→ .	-4%	2%
- COc1ccc(C(=O)OCC2CC(c3ccccc3)=NO2)cc1OC (stereo not given)
→ 5%	?	5%
- COc1ccccc1-c1c(C)nn2c(N3CCN(c4ccc(Cl)cc4)CC3)cc(C)nc12
→ .	-8%	-1%
- Cc1cccc(C)c1NC(=O)C1C2C=CC(C2)C1C(=O)O (stereo not given)
→ -9%	-1%	.
- O=C(Nc1ccc(F)c(Cl)c1)C1CCCN(C2=NS(=O)(=O)c3ccccc32)C1 (stereo not given)
→ .	?	1%[56.1 µM]
- Cn1c(C(=O)OC(C(=O)NC(C)(C)C)c2cccnc2)cc2sccc21 (stereo not given)
→ 24%	?	4%
- CCOC(=O)c1cnn(-c2ncnc3sc4c(c23)CCC4)c1N
→ -3%	-24%	2%
- O=C(Cn1cnc2cc([N+](=O)[O-])ccc2c1=O)Nc1ccc2c(c1)CCC2
→ 1%	-8%	0%
- CCOC(=O)c1csc(NC(=O)CN2CCCCC2)n1
→ 0%	5%	.
- Cc1nn(-c2ccccc2)c2c1c(C)c(CCC(=O)N1CCOCC1)c(=O)n2C
→ -8%	?	5%
- COc1cc2cc(CCCOC(=O)c3cccc(Br)c3)oc(=O)c2cc1OC
→ .	-1%	2%
- CCOC(=O)C1CCN(C(=O)c2cccc(S(=O)(=O)Nc3ccc(C)cc3C)c2)CC1
→ -5%	?	5%
- COc1ccc(NC(=O)c2cc(-c3ccccc3F)no2)cc1
→ .	?	-8%
- COc1ccc2[nH]c3c(NCCC4=CCCCC4)ncnc3c2c1
→ -11%	2.9µM*	6%
- S=C(NCCNC(=S)Nc1ccccc1Cl)Nc1ccccc1Cl
→ -4%	?	.
- Cc1noc(C)c1C(=O)N1CCC2(CCN(Cc3ccncc3)CC2)CC1
→ -7%	-14%	.

Only part of the results is shown. The share of hits here may be higher or lower than overall.
